P. falciparum M1AAP – P. falciparum M1AAP inhibitors, biochemical, fluorogenic H-Leu-NHMec substrate, 1536-well (AID 1445); recombinant M1AAP, H-Leu-NHMec fluorogenic kinetic assay; higher % means a stronger effect; 0.42% of 220,000 active; one-dose inhibition, % at 30 µM; IC50 in µM for titrated hits;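 active means primary inhibition above the hit cutoff, then over 50% inhibition at one or more dose response concentrations, cut at about 23% in these data, passing the limit was not always enough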;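 further: plate controls were DMSO full reaction for no effect and no enzyme background for full effect; strong numbers were not always called active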
P. falciparum M17LAP – P. falciparum M17LAP inhibitors, primary screen, biochemical, fluorogenic H-Leu-NHMec substrate, 1536-well (AID 1619) | recombinant M17LAP, H-Leu-NHMec fluorogenic kinetic assay; higher % means a stronger effect | inhibition, % at 30 µM; hits with a dose series show IC50 in µM | 0.38% of 220,000 active;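 active means compound inhibiting the enzyme by more than half at any dose during confirmatory dose-response retesting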;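 further: plate controls were full reaction with DMSO carrier for no effect and no enzyme background for full effect; strong numbers were not always called active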
Siah-1 displacement – Siah-1 peptide-binding antagonists, primary screen, biochemical, fluorescence polarization, rhodamine-plectin, uHTS (AID 1817); E3 ubiquitin-protein ligase SIAH1 (Homo sapiens); displacement, % at 20 µM, or IC50 in µM where a hit was titrated; 0.02% of 290,000 active; Siah-1 / rhodamine-plectin peptide fluorescence polarization; higher % means a stronger effect;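 active means displacement of at least 50% at 20 µM, with a fluorescence ratio check between 0.3 and a set limit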;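 further: plate controls were Siah plus tracer with DMSO for no effect and tracer alone without Siah for full effect; strong numbers were not always called active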
Dynein cargo inh – inhibitors of GR-EGFP nuclear translocation, primary screen, dynein cargo transport inhibitor project, imaging, high-content, 3617.4 mouse cells | test concentration mostly 20 µM; stimulated with dexamethasone, 1 µM; stronger effect = lower value | z-score, hits read low | 0.47% of 220,000 active;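 active means plate z-score of nuclear minus cytoplasmic receptor signal below a set negative limit, without overly bright fluorescence or cell loss, cut at about -3.5 in these data, passing the limit was not always enough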;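 further: z-score of nuclear minus cytoplasmic ring GR-EGFP intensity difference per well; some compounds called inactive have numbers as strong as hits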
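Buffer or medium: tet-free medium with charcoal-stripped serum / Also added: dexamethasone agonist, 1.0 µM final, for 30 min / Timing: induction 48 h, compound 1 h, agonist 30 min / Measured by: high-content fluorescence imaging after fixation / Read-out: nuclear-to-cytoplasmic GR-EGFP distribution per well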
AID2073 – inhibitors of Mint1-CaV2.2 protein interaction, biochemical, HTRF (AID 2073) | Voltage-dependent N-type calcium channel subunit alpha-1B (Homo sapiens) | HTRF protein-protein interaction, Mint1-CaV2.2; higher % means a stronger effect | inhibition, % at 20 µM; hits with a dose series show IC50 in µM | 0.19% of 290,000 active; in the data active means inhibition mostly above about 51%, no sharp cut-off; further: some results filed as inactive read as strong as hits
human PMI inhibition – inhibitors of human PMI, primary screen, biochemical, fluorescence intensity, coupled assay (AID 1209) | purified PMI enzyme, coupled fluorescence intensity; higher % means a stronger effect | inhibition, % at 20 µM, or IC50 in µM where a hit was titrated | 0.42% of 190,000 active;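 further: plate controls were DMSO vehicle for no effect and wells lacking substrate for full effect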
LYP phosphatase – inhibitors of LYP phosphatase, biochemical, fluorescence intensity, uHTS (AID 1779); one-dose inhibition, % at 11.5 µM; IC50 in µM for titrated hits; recombinant LYP phosphatase, fluorescence intensity; higher % means a stronger effect; 0.054% of 290,000 active; Tyrosine-protein phosphatase non-receptor type 22 (Homo sapiens);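 further: plate controls were vehicle with enzyme for no effect and no enzyme for full effect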
XIAP antagonists – XIAP antagonists, biochemical, IAP family, fluorescence polarization (AID 1018); E3 ubiquitin-protein ligase XIAP (Homo sapiens); XIAP BIR domain, fluorescence polarization peptide displacement; higher % means a stronger effect; displacement, % at 20 µM; hits with a dose series show IC50 in µM; 0.007% of 200,000 active; in the data active means displacement above about 50%; further: a part of the inactive calls stands beside numbers as strong as those of hits
PMI inhibition – human PMI inhibitors, high substrate, primary screen, biochemical, fluorescence intensity, high mannose 6-phosphate (AID 1220); 0.66% of 190,000 active; recombinant PMI enzyme, coupled fluorescence intensity; higher % means a stronger effect; Mannose-6-phosphate isomerase (Homo sapiens); inhibition, % at 20 µM; hits with a dose series show IC50 in µM
Dynein cargo inh cytoplasmic EGFP – second read-out of Dynein cargo inh, no call of its own (marks repeat the call); z-score; measured here: cytoplasmic GR-EGFP intensity; stronger effect = higher value
Dynein cargo inh nuclear GR-EGFP – also measured in Dynein cargo inh; calls as there; z-score; measured here: nuclear GR-EGFP intensity;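 lower value marks the stronger effect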
Dynein cargo inh cell count – recorded beside Dynein cargo inh, whose call it bears; z-score; measured here: cell count per field
Numbers without * were called inactive; · = not tested or not shown. Unless noted, no stated cut-off is given here; in the data, active means inhibition above about 50%; inactive means the rest.

SMILES | P. falciparum M1AAP | P. falciparum M17LAP | Siah-1 displacement | Dynein cargo inh | Dynein cargo inh cytoplasmic EGFP | Dynein cargo inh nuclear GR-EGFP | Dynein cargo inh cell count | AID2073 | human PMI inhibition | LYP phosphatase | XIAP antagonists | PMI inhibition
CCc1ccc2[nH]c3nc(SCc4nnc(-c5ccc(C)cc5)o4)nnc3c2c1 | -3% | -7% | 4% | 3.3 | -0.19 | 1.5 | -1.3 | 10% | 3% | -6% | -3.3% | 3%
O=C(NCCc1ccc(Cl)cc1)C1CCC(CNc2c(N3CCCCC3)c(=O)c2=O)CC1 (stereo unspecified) | 0% | 8% | -4% | 0.16 | -0.093 | 0.85 | -0.72 | 0% | -8% | -7% | -8.3% | -9%
CC[C@H](C)[C@H](NC(=O)c1ccc(Cl)cc1)C(=O)OCC(=O)c1ccc2c(c1)NC(=O)CO2 | 3% | -4% | -3% | -0.62 | -0.049 | 0.0006 | 0.69 | 0% | -16% | -6% | -12% | -16%
CCN(CC)S(=O)(=O)c1ccc2c(c1)nc(CCC(=O)OCC(=O)Nc1cc(OC)cc(OC)c1)n2C | 0% | -1% | 0% | -0.13 | -0.16 | -0.42 | 0.57 | 0% | 5% | -1% | -10% | 1%
CCCCOc1ccc(C(=O)Nc2ccc(N3CCN(C)CC3)cc2)cc1 | 9% | 5% | 2% | -0.29 | -0.26 | 0.043 | -0.48 | -5% | 11% | -6% | 1.5% | 15%
COc1ccc(Nc2nc(NCc3ccco3)nc(N/N=C/c3ccc(O)cc3)n2)cc1 | 4% | 8% | -9% | -0.43 | -0.34 | -0.47 | 1.2 | 6% | -6% | -3% | -9.9% | -14%
CC(=O)Nc1ccc(S(=O)(=O)NCCC(=O)NCCc2ccc(F)cc2)cc1 | -3% | 1% | 2% | 0.45 | -0.17 | 0.51 | -0.2 | 0% | -3% | -6% | -8.1% | 2%
Nc1nc(Nc2ccccc2F)nc(NCc2ccco2)c1[N+](=O)[O-] | 10% | 5% | 10% | -0.029 | -0.25 | 0.1 | -0.31 | 10% | · | -2% | · | ·
CCOC(=O)C1(CCCc2ccccc2)CCN(C(=O)CCC2=NNC(=O)CC2)CC1 | -1% | -4% | -6% | 2.6 | -0.16 | 1.2 | -1.3 | 10% | 8% | -3% | -2.4% | -1%
CN(C)S(=O)(=O)N(CC(=O)Nc1ccccc1F)c1ccccc1 | 0% | 9% | 6% | -0.09 | -0.24 | -0.068 | 1.1 | 5% | -6% | -2% | -6.5% | -9%
CC1(c2ccccc2Cl)NC(=O)N(CC(=O)NCc2ccco2)C1=O (stereo unspecified) | 14% | 9% | 10% | 0.036 | -0.16 | 0.084 | -1.5 | 3% | -3% | -5% | -8.1% | -3%
Cc1csc(Sc2nc3c(c(=O)[nH]c(=O)n3C)n2Cc2ccccc2Cl)n1 | 1% | -1% | -3% | 0.49 | 0.0011 | 0.083 | -0.16 | 2% | -2% | 2% | -2.5% | -11%
Cc1ccc(O)c(-c2cc(C(=O)Nc3c(C)n(C)n(-c4ccccc4)c3=O)[nH]n2)c1 | 11% | 1% | 6% | -0.78 | -0.25 | 0.16 | 0.65 | 2% | 6% | -5% | -18% | 10%
O=C(CCSc1nc(-c2ccco2)cc(C(F)(F)F)n1)N1CCN(c2ccccc2)CC1 | -1% | 1% | 13% | 1.1 | -0.11 | 0.44 | -1 | 0% | 17% | 4% | -10% | 16%
COc1ccc(/C=N/NC(=O)c2ccc3nc[nH]c3c2)cc1OC | 5% | 12% | 7% | -0.51 | -0.27 | -0.33 | 0.78 | 0% | · | -6% | · | ·
COc1ccccc1-c1nnc2sc(COc3ccc(Cl)cc3)nn12 | -13% | -27% | 1% | 0.029 | -0.22 | 0.15 | -0.21 | 5% | 14% | 2% | -3.3% | 7%
O=C(NCCCc1ccccc1)c1ccncc1 | -1% | -1% | 2% | -0.61 | -0.21 | -0.44 | 0.77 | -1% | -10% | 0% | -4.1% | -12%
COc1ccccc1N1CC(C(=O)Nc2cccc(C(=O)O)c2)CC1=O (stereo unspecified) | -3% | 8% | -5% | -0.97 | -0.1 | -0.54 | 0.99 | -4% | 1% | 1% | -3.4% | 0%
Cc1nc([N+](=O)[O-])c(Sc2nc3ccccc3n2C)n1Cc1ccccc1 | 2% | -11% | -1% | -3.4 | 1.4 | -2.1 | -0.097 | -16% | -3% | -1% | -0.2% | -1%
COc1ccc(S(=O)(=O)NCC2CCCN(Cc3ccc(C)o3)C2)cc1 (stereo unspecified) | 1% | 4% | -1% | 0.97 | -0.27 | 0.5 | -0.23 | 19% | 8% | -9% | -14% | 6%
O=C(NC(Cc1c[nH]c2ccccc12)C(=O)N/N=C/c1ccc(Br)cc1)c1cccs1 (stereo unspecified) | 1% | -2% | -4% | -0.47 | -0.14 | 0.063 | 0.34 | 30% | 9% | 7% | -2.6% | 6%
Cc1cccc(OCCSc2nc3ncnc(N)c3[nH]2)c1 | 8% | -4% | -4% | 1.9 | -0.0077 | 1.2 | -1.2 | -22% | -16% | -8% | -5.5% | -18%
CCCCC(=O)Nc1ccc(C)c(O)c1 | -9% | 22% | -2% | 2.7 | -0.2 | 2.1 | -1.7 | -5% | -5% | -9% | -1.8% | -5%
Cc1ccc(NC(=O)CCn2cccc2)cc1Cl | 4% | 2% | -1% | -1.2 | 0.021 | -0.39 | 0.36 | -8% | 9% | -4% | -4.2% | 5%
Cc1ccc(N2C(=O)C(Cl)=C(NCc3ccccc3)C2=O)c(C)c1 | 7% | -8% | 0% | -0.56 | -0.25 | -0.93 | 1.2 | 23% | 8% | 7% | 0.1% | 2%
SMILES | P. falciparum M1AAP | P. falciparum M17LAP | Siah-1 displacement | Dynein cargo inh | Dynein cargo inh cytoplasmic EGFP | Dynein cargo inh nuclear GR-EGFP | Dynein cargo inh cell count | AID2073 | human PMI inhibition | LYP phosphatase | XIAP antagonists | PMI inhibition
Cc1ccc2c(c1)c1c3n2CCN(C(=O)Cn2c(-c4ccccc4)noc2=O)C3CCC1 (stereo unspecified) | 10% | -1% | -1% | 0.45 | -0.44 | 0.11 | -0.14 | 16% | 5% | -6% | -4.3% | 15%
CCC(c1nnnn1CCOC)N1CCN(c2nc3ccccc3s2)CC1 (stereo unspecified) | -1% | -4% | 3% | -0.015 | 0.24 | -0.0071 | 0.13 | 5% | · | 0% | -2.9% | ·
c1ccc(CSc2ncnc3c2cnn3Cc2ccccc2)cc1 | -17% | 2% | -1% | -0.2 | -0.34 | -0.021 | 0.56 | -4% | 19% | -6% | -9.2% | 13%
CC(C)c1ccc(S(=O)(=O)N2CCN(C(=O)c3cccc(F)c3)CC2)cc1 | -7% | 1% | 4% | 1.4 | -0.13 | 1.8 | -2.5 | -2% | 14% | -3% | -0.2% | 8%
S=C(Nc1ccc(Oc2ccccc2)cc1)N(CCCN1CCOCC1)Cc1ccccn1 | 7% | 2% | -4% | -0.29 | -0.32 | 0.19 | 0.68 | 24% | 2% | -4% | -9.1% | 11%
COc1ccc(-n2c(C)c([N+](=O)[O-])c3ccc(O)c(CN(C)C)c32)cc1 | 2% | 0% | -2% | -0.42 | -0.13 | -0.59 | 0.24 | -16% | 18% | -1% | -8.7% | 14%
N/C(=N\OC(=O)Oc1ccccc1)c1ccc([N+](=O)[O-])cc1 | 4% | 3% | -4% | -0.065 | -0.33 | -0.45 | 0.86 | 7% | -8% | -8% | -7.3% | -7%
CC(=O)Nc1ccccc1C(=O)C(=O)Nc1ccc(Cl)cc1 | 0% | -5% | 4% | 0.015 | -0.38 | -0.15 | -0.039 | -4% | -2% | -1% | -5.3% | -4%
Cc1ccc(C(=O)COC(=O)c2ccc(Br)o2)cc1C | 2% | -3% | 5% | 1.5 | -0.12 | 0.85 | 0.085 | -5% | 12% | -6% | -8.3% | 7%
COc1cc(/C=N/NC(=O)/C(=C\c2ccc([N+](=O)[O-])cc2)NC(=O)c2ccccc2)cc(OC)c1O | 15% | -1% | 2% | -0.53 | 0.022 | 0.0088 | -0.041 | -8% | 7% | 7% | 0.6% | 6%
O=C(Nc1ccc(-c2nnn(CC(=O)N3CCN(C(=O)c4ccco4)CC3)n2)cc1)c1ccc(F)cc1 | -3% | 27% | 0% | 0.97 | -0.092 | 0.12 | -1.8 | 20% | 0% | -3% | -4.8% | 1%
C/C(CC(=O)Nc1ccc(Cl)cc1Cl)=N\NC(=O)c1ccco1 | -7% | 31% | 1% | -0.13 | -0.32 | -0.42 | 0.26 | 4% | -5% | -3% | -13% | -2%
CCCc1cc(-c2n[nH]c(=S)n2C(C)c2ccccc2)cs1 (stereo unspecified) | -3% | 3% | 1% | -1.1 | -0.0077 | -0.23 | 0.48 | -15% | 19% | 0% | -4.0% | 10%

Ordered by length of the SMILES (high to low): part of the list above.
SMILES | P. falciparum M1AAP | P. falciparum M17LAP | Siah-1 displacement | Dynein cargo inh | Dynein cargo inh cytoplasmic EGFP | Dynein cargo inh nuclear GR-EGFP | Dynein cargo inh cell count | AID2073 | human PMI inhibition | LYP phosphatase | XIAP antagonists | PMI inhibition
O=C(Nc1ccc(-c2nnn(CC(=O)N3CCN(C(=O)c4ccco4)CC3)n2)cc1)c1ccc(F)cc1 | -3% | 27% | 0% | 0.97 | -0.092 | 0.12 | -1.8 | 20% | 0% | -3% | -4.8% | 1%
CC(C)c1ccc(S(=O)(=O)N2CCN(C(=O)c3cccc(F)c3)CC2)cc1 | -7% | 1% | 4% | 1.4 | -0.13 | 1.8 | -2.5 | -2% | 14% | -3% | -0.2% | 8%
S=C(Nc1ccc(Oc2ccccc2)cc1)N(CCCN1CCOCC1)Cc1ccccn1 | 7% | 2% | -4% | -0.29 | -0.32 | 0.19 | 0.68 | 24% | 2% | -4% | -9.1% | 11%
C/C(CC(=O)Nc1ccc(Cl)cc1Cl)=N\NC(=O)c1ccco1 | -7% | 31% | 1% | -0.13 | -0.32 | -0.42 | 0.26 | 4% | -5% | -3% | -13% | -2%
CCC(c1nnnn1CCOC)N1CCN(c2nc3ccccc3s2)CC1 (stereo unspecified) | -1% | -4% | 3% | -0.015 | 0.24 | -0.0071 | 0.13 | 5% | · | 0% | -2.9% | ·
CC(=O)Nc1ccccc1C(=O)C(=O)Nc1ccc(Cl)cc1 | 0% | -5% | 4% | 0.015 | -0.38 | -0.15 | -0.039 | -4% | -2% | -1% | -5.3% | -4%
